ERp5 block: ERp5 (human) disulfide isomerase inhibition; ERp5 insulin aggregation, absorbance 650 nm, 90 min; inhibition, % at 9.99 µM; hit rate 0.05% among 350,000; AID 651711;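 active means mean replicate inhibition above about 25%, with every replicate also reaching it, limit read from the data, passing the limit was not always enough; inconclusive means only one of those two criteria met; inactive means neither criterion met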
Target sequence (Q15084 whole entry, looked up): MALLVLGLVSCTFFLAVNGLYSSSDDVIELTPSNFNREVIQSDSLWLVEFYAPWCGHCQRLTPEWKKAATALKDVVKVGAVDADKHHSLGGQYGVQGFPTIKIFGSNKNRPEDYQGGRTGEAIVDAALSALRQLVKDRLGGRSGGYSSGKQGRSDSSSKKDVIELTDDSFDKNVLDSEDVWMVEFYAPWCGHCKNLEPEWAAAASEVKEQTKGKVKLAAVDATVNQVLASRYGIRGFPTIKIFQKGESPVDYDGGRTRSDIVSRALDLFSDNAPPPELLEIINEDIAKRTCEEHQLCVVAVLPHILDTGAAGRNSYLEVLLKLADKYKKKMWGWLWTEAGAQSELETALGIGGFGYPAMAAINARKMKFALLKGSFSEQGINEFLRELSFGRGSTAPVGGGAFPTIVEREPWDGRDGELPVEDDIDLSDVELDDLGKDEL
ERAP1 inh: inhibitors of human ERAP1 aminopeptidase. Q9NZ08. hit rate 0.15% among 340,000. recombinant ERAP1, Leu-AMC fluorescence, 60 min. inhibition, % at 10.7 µM. AID 652197;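 active means mean replicate inhibition of at least 30%, or all replicates individually reaching that 30% level; inactive means mean below 30% and not every replicate reaching it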;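 further: 0% = neutral control wells and 100% = L-leucinethiol positive control wells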
CFTR F508del cor: CFTR F508del correction in bronchial cells. activity (quench increase), % at 7.58 µM. CFBE cells, YFP halide quenching; stimulated with forskolin plus potentiator P3; % fluorescence drop versus neutral controls. hit rate 0.36% among 350,000;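 active means mean added fluorescence quench of at least 8% versus neutral control, with both replicates also reaching 8%; inconclusive means only one of the mean or replicate conditions met; inactive means mean below 8% and not both replicates reaching 8%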;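 further: cells transiently co-express mutant CFTR-F508del with the halide-sensitive YFP; corrector assay measuring rescue of mutant channel to the surface after 24 h compound exposure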
miR-122 sensor: miR-122 inhibition in Huh7 cells; Huh7 miR-122 Renilla luciferase sensor, 48 h; neutral wells = 0, positive control = 100; activation (reporter increase), % at 12.5 µM; hit rate 0.3% among 340,000; AID 602342;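 active means mean replicate activation score at least 90 and every replicate individually at or above 90; inconclusive means only one of the two criteria met; inactive means neither criterion met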;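 further: higher luciferase means less miR-122 activity so hits act as miR-122 inhibitors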
CASP6 VEID inh: blocks human caspase-6 cleavage activity; inhibition, % at 12.5 µM; purified caspase-6, Z-VEID-R110 cleavage fluorescence; P55212; hit rate 0.53% among 350,000;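 active means mean inhibition across replicates at least about 35%, with every replicate also reaching that limit, limit read from the data; inconclusive means only one of the two criteria met; inactive means neither criterion met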;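 further: 0% = median of neutral control wells and 100% = no fluorescence left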
Target sequence (P55212 24-179 limits assumed): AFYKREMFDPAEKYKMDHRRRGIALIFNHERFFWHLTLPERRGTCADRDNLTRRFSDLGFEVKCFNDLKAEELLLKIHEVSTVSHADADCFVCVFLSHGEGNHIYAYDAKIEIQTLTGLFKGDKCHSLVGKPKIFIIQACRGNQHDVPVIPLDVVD
Target sequence (P55212 194-293 limits assumed): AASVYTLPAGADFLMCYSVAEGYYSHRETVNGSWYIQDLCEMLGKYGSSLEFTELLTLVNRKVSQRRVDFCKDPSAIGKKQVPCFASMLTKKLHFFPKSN
DENV2 CPE rescue: DENV2-induced cell death inhibition; DENV2-infected cells, cytopathic effect rescue, plate reader; CPE inhibition, % at 9.99 µM; hit rate 1.7% among 350,000; in the data active means CPE inhibition above about 20%, passing the limit was not always enough; inconclusive means no clear call, values can overlap the other calls; tested in BHK-21 cells;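 further: 0% = median of neutral control wells and 100% = median of positive control wells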
SIRT5 block: sirtuin-5 (human) deacylase inhibition | AID 652115 | Purified SirT5, succinyl-peptide AMC, trypsin-coupled fluorescence | inhibition, % at 15 µM | hit rate 1.1% among 330,000; in the data active means inhibition above about 15%; inconclusive means no clear call, values can overlap the other calls
Starred values were filed as active, the others as inactive; ? = inconclusive; . = not tested or not shown; & = joins results of further samples; [ ] = another dose, or the depositor's remark.

#	Molecule	ERp5 block	ERAP1 inh	CFTR F508del cor	miR-122 sensor	CASP6 VEID inh	DENV2 CPE rescue	SIRT5 block
1	CCN1C(=O)c2ccc(C(=O)Nc3ccc4c(c3)OCO4)cc2C1=O	-4	0	4.4	.	-2	-2	-1
2	C[C@H]1CN([C@@H](C)CO)C(=O)c2cc(C#CC3(O)CCCC3)cnc2O[C@H]1CN(C)C	-1	2	-1.1	1[16.7 µM]	3	-4	3
3	COCCNC(=O)C[C@H]1C[C@@H]2c3cc(NC(=O)c4ccc5c(c4)OCO5)ccc3O[C@@H]2[C@@H](CO)O1	4	0	-2.5	2[16.7 µM]	1	1	5
4	Cn1c2ccccc2c2nnc(SCC(=O)Nc3cccc(O)c3)nc21	4	0	0.5	5	-1	-3	-7
5	CC(c1ccc(F)cc1)n1cc(C(=O)NCc2ccccn2)nn1 (configuration not stated)	-4	2	2.5	-9	0	-5	-2
6	CCCC(=O)Nc1ccc2c(c1)C(=O)N(C)C[C@H](OC)[C@@H](C)CN(C(C)=O)[C@H](C)CO2	-1	-1	1.4	4[16.7 µM]	0	68*	0
7	O=C(Nc1ccc(Br)cc1F)C1CCCN(S(=O)(=O)c2cnc[nH]2)C1 (configuration not stated)	-3	-1	-0.9	5	0	-3	.
8	COc1ccc(NC(=O)Nc2ccc3c(c2)C(=O)N([C@H](C)CO)C[C@H](C)[C@H](CN(C)C(=O)Nc2ccc4c(c2)OCO4)OCCCC[C@H](C)O3)cc1	4	0	-0.8	-4[16.7 µM]	-1	2	-3
9	Cc1cc(C)cc(NC(=O)COC(=O)C2CC3C=CC2C3)c1 (configuration not stated)	-4	7	-0.9	3	2	11	1
10	C/C=C/c1ccc([C@@H]2[C@@H](CO)N(C(=O)CN(C)C)C23CN(C(=O)C2CCOCC2)C3)cc1	3	-1	5.0	.	-1	-4	0
11	CN(C)C(=O)C[C@H]1CC[C@H]2[C@H](COc3ccc(NC(=O)NCc4ccccc4)cc3C(=O)N2C)O1	-5	.	0.4	-17[16.7 µM]	.	-4	0
12	CC1(C)CC2CC(C)(CN2c2ncnc3ccccc23)C1 (configuration not stated)	5	2	5.1	.	0	0	-3
13	C=CCn1c(C)cc(/C([O-])=C(/C(=S)Nc2ccc(OC(F)F)cc2)[n+]2ccc(N(C)C)cc2)c1C	2	-2	-2.3	2	-1	.	5
14	CC(=O)N[C@@H]1CC[C@@H](CCNC(=O)C2CC2)O[C@H]1CO	-2	-1	-0.1	-7[16.7 µM]	-2	2	0
15	COc1ccc(Cl)cc1C(=O)N(Cc1nc(-c2cccc(C)c2)no1)C(C)C	4	0	-0.4	3	2	5	-2
16	C[C@@H]1CCCCO[C@@H](CN(C)C(=O)Nc2ccccc2)[C@H](C)CN([C@@H](C)CO)C(=O)c2cc(NC(=O)c3ccccc3)ccc2O1	-1	0	1.1	-1[16.7 µM]	4	9	6
17	Cc1nc(C(F)(F)F)ccc1C(=O)N1CCC1(C)C(=O)NS(=O)(=O)c1ccccc1 (configuration not stated)	-2	2	-1.0	-8	0	-9	.
18	CCC(=O)N(CC(C)C)C[C@@H]1[C@@H](c2ccccc2)[C@H](CO)N1C(=O)C1CCC1	-1	2	-2.3	58[16.7 µM]	-1	-11	3
19	C[C@@H]1CN([C@@H](C)CO)S(=O)(=O)c2ccc(Br)cc2O[C@@H]1CN(C)Cc1ccc2c(c1)OCO2	1&-3	-2	-2.6&-1.2	35[16.7 µM]	6&2	1&14	2
20	CCc1cccc(NC(=O)CCc2c(C)nn(-c3ccc(N4CCCCC4)nn3)c2C)c1	2	0	-0.7	1	6	?	-2
21	Cc1cc(C)c(C#N)c(Oc2ccc(O)cc2)n1	12	0	1.4	8	5	0	.
22	CCCNC(=O)N1[C@H](C#N)[C@H](c2ccccc2C2=CCCCC2)[C@@H]1CO	-1	2	-3.1	.	-4	-3	1
23	Cc1c(-n2c(SCC(C)C)nc3ccccc3c2=O)c(=O)n(-c2ccccc2)n1C	1	0	1.3	.	2	-4	0
24	COc1ccc(NC(=O)N(C)C[C@H]2Oc3c(NC(=O)NC(C)C)cccc3C(=O)N([C@H](C)CO)C[C@@H]2C)cc1	2	1	1.9	0	-2	1	-3
25	NC(=O)C1CCN(S(=O)(=O)c2cccc(C(=O)O)c2)CC1	-5	0	.	-6	7	.	1

Continued (five carried over from the part before).
#	Molecule	ERp5 block	ERAP1 inh	CFTR F508del cor	miR-122 sensor	CASP6 VEID inh	DENV2 CPE rescue	SIRT5 block
21	Cc1cc(C)c(C#N)c(Oc2ccc(O)cc2)n1	12	0	1.4	8	5	0	.
22	CCCNC(=O)N1[C@H](C#N)[C@H](c2ccccc2C2=CCCCC2)[C@@H]1CO	-1	2	-3.1	.	-4	-3	1
23	Cc1c(-n2c(SCC(C)C)nc3ccccc3c2=O)c(=O)n(-c2ccccc2)n1C	1	0	1.3	.	2	-4	0
24	COc1ccc(NC(=O)N(C)C[C@H]2Oc3c(NC(=O)NC(C)C)cccc3C(=O)N([C@H](C)CO)C[C@@H]2C)cc1	2	1	1.9	0	-2	1	-3
25	NC(=O)C1CCN(S(=O)(=O)c2cccc(C(=O)O)c2)CC1	-5	0	.	-6	7	.	1
26	CCN1C(=O)N2C[C@H]3CON(C)[C@H]3C[C@H]2c2ccccc21	-2	6	5.4	1	-5	8	-4
27	CC(C)C[C@H]1CN([C@@H](CC(C)C)CN2CCCC2CN2C(=S)NC[C@@H]2Cc2ccccc2)C(=S)N1CC1CCCCC1 (some centres not stated)	-4	-2	-1.1	.	-5	?	-5
28	COCCNC(=O)C[C@H]1C[C@H]2c3cc(NC(=O)COC)ccc3O[C@H]2[C@@H](CO)O1	5	0	1.3	2[16.7 µM]	-1	0	-23
29	CCN(CC)N=Nc1cccc(NC(C)=O)c1	0	3	1.6	3	-6	15	4
30	COc1ccc(OC)c(S(=O)(=O)N2CCN(c3ccccn3)CC2)c1	0	-2	-2.4	-2	0	.	-1
31	COc1ccc(CN(C)C[C@@H]2OCCCC[C@@H](C)Oc3ccc(NS(=O)(=O)c4ccccc4)cc3C(=O)N([C@H](C)CO)C[C@H]2C)cc1	-3	-7	-1.6	-6[16.7 µM]	0	8	7
32	CC(c1ccccc1)n1c(CCCO)nc2ccccc21 (configuration not stated)	1	2	0.1	.	-5	4	-4
33	CCN(CC)CCNC(=O)c1cc(-c2ccc(Br)s2)nc2ccccc12	5	-3	-1.9	-8	-4	-6	-5
34	CCCNC(=O)Nc1ccc2c(c1)OC[C@H](C)N(Cc1ccccc1)C[C@@H](C)[C@H](OC)CN(C)C2=O	1	0	-0.3	-2[16.7 µM]	-1	-7	14
35	O=S1(=O)CCN2C=C(Br)C=C(Br)C2=N1	-5	-1	1.1	-7	1	0	0
36	CN(C[C@H]1N[C@@H](CO)[C@H]1c1ccc(-c2cccc(F)c2)cc1)C(=O)C1CCC1	2	0	-0.4	-37[16.7 µM]	-6	-5	-3
37	Cc1ccc(/C=N\NC(=O)c2cncc(Br)c2)o1	8	2	.	.	1	6	0
38	Cc1ccc(S(=O)(=O)N2CCOCC2)cc1NC(=O)COC(=O)/C=C/c1ccco1	0	2	-3.4	15	24	-6	-1
39	Cc1ccc(NC(=O)Cc2ccsc2)cc1S(=O)(=O)N1CCOCC1	1	1	0.9	83	0	-2	-4
40	CCCCN(CCCC)CCCNC(=O)C12CN(Cc3ccccc3)CC1C(c1cccc([N+](=O)[O-])c1)=NO2 (configuration not stated)	-3	-1	-2.5	.	-1	6	.
41	COc1cccc(-c2ccc3c(c2)O[C@@H](CN(C)C(C)=O)[C@H](C)CN([C@@H](C)CO)S3(=O)=O)c1	-3	0	-0.8	-1[16.7 µM]	1	-3	-5
42	COc1cccc(CN2CC(C(=O)N(C)Cc3nc4ccc(F)cc4[nH]3)CCC2=O)c1 (configuration not stated)	3	-3	-2.1	.	-1	10	-7
43	Cc1ccc(S(=O)(=O)N2C[C@H](O)COC[C@H]3O[C@@H](CC(=O)NCCCN(C)C)CC[C@@H]32)cc1	6	0	2.1	4[16.7 µM]	0	15	-1
44	COc1cccc(/C=C2\SC(=O)N(CC(=O)NCCCn3ccnc3)C2=O)c1	3	-5	1.1	-6	-2	-1	2
45	CCC(=O)N1CCC1(C)C(=O)NCc1ccccc1SC (configuration not stated)	1	-4	-1.8	-5	-3	-7	.
46	COC(=O)c1cc2c(s1)-c1ccccc1OC2	-11	2	0.9	.	0	7	-14
47	O=C(CSc1ncnc2c1cnn2-c1ccccc1)NC1CCCC1	1	3	1.3	.	-3	4	7
48	O=C(O)CCSC(=S)N1CCOCC1	3	2	0.5	-17	0	-2	0

2 of the compounds above, with values under each structure.
The line under a structure holds: ERp5 block, ERAP1 inh, CFTR F508del cor, miR-122 sensor, CASP6 VEID inh, DENV2 CPE rescue, SIRT5 block
26: CCN1C(=O)N2C[C@H]3CON(C)[C@H]3C[C@H]2c2ccccc21
 : -2, 6, 5.4, 1, -5, 8, -4
37: Cc1ccc(/C=N\NC(=O)c2cncc(Br)c2)o1
 : 8, 2, ., ., 1, 6, 0
